# From PubChem
# NTR1 ag – agonists of NTR1, primary screen, imaging, U2OS cells, beta-arrestin-GFP, high content (AID 493036) | activation, % at 20 µM | P30989 | NTR1-U2OS beta-arrestin-GFP spot imaging, agonist mode | actives 0.17% (n = 330,000);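 active means activation at or above 40% of the spot to cytoplasm intensity ratio, with at least 20 cells analyzed; inconclusive means wells under 20 cells, flagged as cytotoxic or low count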;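 further: 0% = DMSO without peptide and 100% = 100 nM NTR1 peptide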
# Target sequence (P30989 whole entry, looked up): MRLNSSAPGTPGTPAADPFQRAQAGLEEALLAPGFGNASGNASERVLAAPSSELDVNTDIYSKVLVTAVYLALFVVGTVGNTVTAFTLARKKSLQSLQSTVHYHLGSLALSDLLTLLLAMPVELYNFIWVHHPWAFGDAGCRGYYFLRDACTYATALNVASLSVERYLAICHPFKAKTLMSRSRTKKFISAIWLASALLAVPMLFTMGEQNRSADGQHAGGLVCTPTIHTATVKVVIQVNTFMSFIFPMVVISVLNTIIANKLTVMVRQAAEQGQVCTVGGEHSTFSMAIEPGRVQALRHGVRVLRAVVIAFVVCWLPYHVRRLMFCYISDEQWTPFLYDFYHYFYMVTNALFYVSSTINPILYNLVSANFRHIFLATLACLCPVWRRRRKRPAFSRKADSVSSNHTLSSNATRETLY
# T cell HTS – T cell immune modulators affecting CD8 T cell-vesicle binding; calls only at 7 µM; 2C CD8+ T cell-vesicle binding, flow cytometry; hits give low values; actives 0.068% (n = 330,000);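 active means response, share of CD8 T cells binding vesicles, and their 90th percentile fluorescence all below set limits, cut at about 80% in these data, passing the limit was not always enough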
#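 System: murine 2C transgenic CD8+ T lymphocytes; also added: QL9-loaded Drosophila micro-vesicles; times: binding 1.5 h at 37 °C; measured by: flow cytometry, PE anti-B7-1 (FL2) versus Alexa647 anti-CD8 (FL8), PFA-fixed; control set: Peptide-free naked vesicles (low) and QL9 vesicles with 0.7% DMSO vehicle (high)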
# KOR beta-arrestin-1 – KOR antagonists, beta-arrestin recruitment, cell-based, luminescence, uHTS (AID 1778). inhibition, % at 10 µM; hits with a dose series show IC50 in µM. KOR beta-arrestin recruitment, luminescence, antagonist mode; higher % means a stronger effect. actives 0.091% (n = 290,000); in the data active means inhibition above about 50%; further: strong numbers were not always called active
# GPR55 LPI antagonism – inhibition of LPI-stimulated GPR55 beta-arrestin translocation – imaging, U2OS, beta-arrestin-GFP, LPI agonist, primary screen (AID 2013); U2OS GPR55 beta-arrestin-GFP translocation imaging, LPI antagonism; higher % means a stronger effect; one-dose inhibition, % at 10 µM; IC50 in µM for titrated hits; actives 0.13% (n = 290,000);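 active means spots per cell inhibited over 60%, with over 100 cells counted and total cytoplasm intensity under 500,000; inconclusive means wells with under 100 cells, flagged as likely toxic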;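 further: U2OS cells stably carrying GPR55 and arrestin-GFP stimulated by 5 µM LPI near EC80; imaged beta-arrestin-GFP aggregate spots per cell after agonist stimulation; plate controls were LPI-stimulated DMSO wells for no effect and DMSO wells without LPI for full effect; some results filed as inactive read as strong as hits; confirmed hits need IC50 under 10 µM and bright autofluorescent wells are also inconclusive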
# West Nile antiviral – inhibition of WNV-induced cytopathic effect – cell-based, CPE readout (AID 1621). West Nile virus-infected cells, CPE inhibition; higher % means a stronger effect. one-dose CPE inhibition, % at 10 µM; IC50 in µM for titrated hits. actives 0.02% (n = 290,000); in the data active means a potency from the dose series; inconclusive means CPE inhibition mostly from about 3.7% at the one dose, without a potency; inactive means the rest, 99 in 100 with CPE inhibition below about 2.2%; further: strong numbers were not always called active
# GPR55 beta-arrestin – selective activators of receptor GPR55 – imaging, U2OS cells, beta-arrestin-GFP redistribution, primary screen (AID 1961). U2OS GPR55 beta-arrestin-GFP redistribution imaging; higher % means a stronger effect. activation, % at 10 µM; hits with a dose series show EC50 in µM. actives 0.048% (n = 290,000);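 active means activation above 40% with more than 50 cells counted in the well; inconclusive means wells holding fewer than 50 cells, flagged as toxic or sparse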;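 further: U2OS osteosarcoma cells stably expressing GPR55 and beta-arrestin-GFP; plate controls were DMSO negative control for no effect and LPI positive control for full effect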
# PhoP inhibition – inhibitors of PhoP regulon expression, primary screen, Salmonella Typhimurium, GFP reporter (AID 1863). S. Typhimurium PhoP-regulated promoter GFP reporter, 4 h; higher % means a stronger effect. inhibition, % at 50 µM; hits with a dose series show IC50 in µM. actives 0.16% (n = 300,000);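 active means inhibition over 29.93%, a cutoff 3 SD above the screen mean, later confirmed by dose response; inconclusive means inhibition over 29.93% but no dose response follow-up; inactive means inhibition at most 29.93% or unconfirmed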;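 further: 0% = low Mg2+ inducing control and 100% = high Mg2+ repressing control; strong numbers were not always called active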
# KOR beta-arrestin-2 – KOR agonists, beta-arrestin recruitment, primary screen, cell-based, luminescence, uHTS (AID 1777); KOR beta-arrestin recruitment, luminescence; higher % means a stronger effect; one-dose activation, % at 10 µM; EC50 in µM for titrated hits; actives 0.02% (n = 280,000); in the data active means activation above about 50%, passing the limit was not always enough; further: a part of the inactive calls stands beside numbers as strong as those of hits
# GPR35 antagonists – GPR35 antagonists blocking zaprinast-driven arrestin recruitment, primary screen, imaging, U2OS, beta-arrestin-GFP, zaprinast agonist (AID 2058). actives 0.052% (n = 290,000). U2OS GPR35 beta-arrestin-GFP translocation imaging, zaprinast antagonism; higher % means a stronger effect. one-dose inhibition, % at 10 µM; IC50 in µM for titrated hits;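 active means inhibition of at least 50% with at least 30 cells and total cytoplasm GFP at most 10,000,000; inconclusive means under 30 cells or total GFP of 10,000,000 plus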
# T cell HTS vesicle-bound % – further read-out of T cell HTS, marked with its call; double positive events, %; measured here: CD8+ vesicle-bound cell fraction;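 binding gate set so that unloaded-vesicle control wells show 10% double positive cells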
# NTR1 ag cell count 20 µM – recorded beside NTR1 ag, whose call it bears; cell count; measured here: cell count, cytotoxicity flag
# The depositor's hits bear a star; i = inactive; ? = inconclusive; / = not tested or not shown; [ ] = another dose, or the depositor's remark.
smiles,GPR35 antagonists,West Nile antiviral,T cell HTS,NTR1 ag,NTR1 ag cell count 20 µM,KOR beta-arrestin-2,PhoP inhibition,T cell HTS vesicle-bound %,GPR55 LPI antagonism,GPR55 beta-arrestin,KOR beta-arrestin-1
Fc1ccc(COc2ccc(C(=S)N3CCCC3)cc2)cc1,7.1%,-1.2%,i,2.3,54,6.0%,2.7%,53.8,11.4%,0.0%,-5.7%
CCOc1ccc2nc(SCC(=O)c3cccs3)sc2c1,-7.1%,1.0%,i,2.9,76,-1.3%,-10.2%,50.1,49.9%,-0.2%,1.9%
Cc1ccc(-n2c(-c3ccc(Cl)cc3)n[nH]c2=S)cc1,-3.7%,0.3%,i,0.0,56,-4.6%,-2.0%,43.1,7.6%,0.3%,-20.7%[20 µM]
C/C(CCN1CCCCc2nc(C)c(C)cc21)=N\O[C@@H](C)CN1CCCCc2nc(C)c(C)cc21,-10.9%,/,i,2.7,94,7.6%,-5.0%,16.6,21.4%,-0.2%,-11.9%
COc1ccc(C)cc1NC(=O)C(Sc1nnc(Nc2ccccc2F)s1)c1ccccc1 (centres undefined),-2.5%,-0.5%,i,2.6,46,3.9%,-2.1%,30.9,1.2%,0.7%,36.3%
Fc1cccc(NCc2cn3ccccc3n2)c1,6.2%,0.2%,i,-2.6,98,-0.5%,67.2%,64.3,7.7%,-0.1%,-8.5%
O=C(CSc1nnc(CNC(=O)c2cccs2)o1)Nc1ccc(Cl)cc1,5.1%,0.3%,i,0.3,59,-4.1%,9.9%,30.9,-3.8%,0.0%,-12.7%
COC(=O)c1cc(NC(=O)Nc2cc(OC)ccc2OC)cc(C(=O)OC)c1,9.1%,-0.3%,i,6.0,76,-6.9%,14.4%,37.6,-1.1%,-0.1%,10.4%
N#Cc1c(-c2ccco2)ccn(Cc2ccc(F)cc2)c1=O,-16.0%,-1.1%,i,0.0,46,1.9%,7.1%,20.5,13.9%,-0.5%,-2.1%
CCOC(=O)CC1=Nc2ccccc2NC(=O)C1,-0.8%,0.8%,i,1.6,83,-3.4%,2.0%,20.5,4.9%,-0.1%,28.1%
CC(=O)N1CCCc2cc(S(=O)(=O)Nc3ccccc3C)ccc21,9.2%,0.1%,i,0.1,68,-1.1%,-8.2%,21.4,2.9%,0.5%,-15.8%
COc1ccc(CC(=O)OCc2cc(=O)n3cc(Br)ccc3n2)cc1OC,-2.9%,-0.6%,i,2.1,67,-2.7%,2.4%,12.0,-13.5%,0.2%,6.4%
O=C(Cn1nc(C(=O)O)c2ccccc2c1=O)Nc1ccc2c(c1)C(=O)c1ccccc1C2=O,2.3%,-0.1%,i,4.1,56,2.3%,-4.8%,38.1,-10.8%,0.3%,-12.7%
CCOC(=O)C1CCN(Cc2cn[nH]c2-c2ccccc2)CC1,-8.3%,0.0%,i,-1.4,97,-5.9%,3.6%,52.3,-7.2%,0.4%,-17.6%
COc1ccccc1C(=O)n1nc(-c2ccco2)nc1N,-13.2%,/,i,-0.9,43,-0.4%,0.0%,49.1,-0.9%,0.2%,23.9%
O=C(/C=C/c1ccccc1)NC(NC(=S)Nc1ccc(C(=O)O)cc1)C(Cl)(Cl)Cl (centres undefined),10.2%,-0.2%,i,-0.5,63,1.2%,-2.8%,23.5,-3.2%,0.3%,-10.3%
CCC(=O)Nc1ccccc1C(=O)OCC(=O)c1ccccc1,8.9%,0.1%,i,0.8,78,2.8%,5.8%,14.7,-3.5%,-0.1%,-13.0%
CCNc1nc(N)c(C(=O)C23CC4CC(CC(C4)C2)C3)s1,0.0%,-0.3%,i,9.7,63,4.2%,1.6%,40.6,15.1%,0.4%,13.3%
CN(C(=O)c1ccc2c(=O)n3c(nc2c1)CCCCC3)c1cccc(Cl)c1,8.5%,-1.1%,i,-0.3,60,-4.9%,1.0%,10.9,12.1%,-0.2%,-7.5%
COc1cc(/C=C(\C#N)C(=O)c2c(C)[nH]c3ccccc23)cc(OC)c1OC,7.7%,0.0%,i,2.6,63,2.8%,26.5%,53.3,-8.3%,0.5%,-12.7%
COc1cc(OC)c(OC)cc1/C=C/c1cc(C(=O)O)c2ccccc2n1,-4.7%,-0.3%,i,4.3,67,5.3%,-5.5%,48.5,-4.0%,0.1%,-10.9%[20 µM]
COc1cc(C(=O)Oc2cccc(Nc3ncnc4ccccc34)c2)cc(OC)c1OC,6.0%,1.9%,i,43.7*,58*,2.0%,-21.9%,39.0,-5.2%,0.0%,-29.5%
CCC(C)/C(C)=N/NC(=O)CSc1nc2ccccc2[nH]1 (centres undefined),-4.6%,-0.1%,i,-1.1,78,1.9%,-7.2%,28.1,7.5%,-0.7%,-6.2%
O=C(CN1CCOCC1)Nc1ccccc1F,6.1%,-0.5%,i,-0.7,58,-4.7%,-0.3%,17.9,-10.7%,0.7%,11.5%[20 µM]
CC(=O)NCCC(=O)N(Cc1ccccc1)c1nc2c(C)cccc2s1,-9.4%,-0.9%,i,2.5,67,-0.2%,0.1%,58.1,-16.0%,-0.2%,7.5%
Cc1ccc(N2C(=O)c3n[nH]c(C)c3C2c2cccnc2)cc1 (centres undefined),24.8%,-0.3%,i,-0.5,97,-3.4%,0.1%,30.5,8.3%,-0.3%,-20.1%
O=c1c2cc3c(cc2[nH]c(=S)n1Cc1ccco1)OCO3,-9.2%,/,i,-0.3,84,-2.9%,19.8%,55.6,-6.5%,-0.2%,5.4%
Cc1cc(N2CCCCC2)nc(-c2ccc(Br)cc2)n1,-1.7%,0.7%,i,7.8,56,-3.0%,0.7%,25.6,4.6%,0.2%,3.4%
N#Cc1cc(Sc2ccccn2)c([N+](=O)[O-])cc1C#N,-5.9%,-0.1%,i,-0.3,54,11.0%,-1.5%,11.4,5.9%,1.0%,-36.6%
CCC(CC)C(=O)N1N=C(c2ccc(NS(C)(=O)=O)cc2)CC1c1ccccc1 (centres undefined),1.8%,-0.3%,i,0.2,62,-1.4%,0.4%,40.4,8.1%,-0.1%,21.0%
Cc1sc(NC(=O)CSc2nc(N)n(CC(=O)c3ccccc3)n2)c(C#N)c1C,3.0%,0.0%,i,-0.7,50,1.1%,-4.3%,35.8,-22.9%,-0.1%,1.6%
Cc1c(O)ccc2c(CN3CCN(Cc4ccccc4)CC3)cc(=O)oc12,0.0%,-0.9%,i,3.6,75,-0.5%,6.2%,32.0,4.3%,-0.2%,2.0%
CS(=O)(=O)c1ccc2nc(NC(=O)c3cccs3)sc2c1,12.1%,0.6%,i,0.1,58,-4.9%,5.1%,36.6,4.5%,0.2%,21.5%
CCNC(=O)CC1SC(=Nc2cccc(Cl)c2C)N(C)C1=O (centres undefined),2.3%,-0.6%,i,-1.9,77,1.4%,-4.7%,26.4,-6.2%,0.1%,-32.2%
COc1c(O)c(O)c2oc(-c3ccccc3)cc(=O)c2c1OC,-16.7%,0.0%,i,6.1,82,-0.6%,0.2%,35.4,3.1%,-0.2%,-0.6%
C/C(=N\NC(=O)c1cc(-c2cccc([N+](=O)[O-])c2)n[nH]1)c1ccccc1O,-7.4%,?,i,/,/,2.7%,-13.6%,32.2,7.8%,-0.2%,27.3%
Cc1cccnc1NC(=O)CCc1nnc2ccc(NCc3ccco3)nn12,-8.0%,0.8%,i,0.4,67,1.2%,-3.5%,5.9,-5.5%,-0.2%,-13.5%
CCc1ccc2c(c1)cc(CN(C(=S)Nc1cccc(C)c1)C1CC1)c1nnnn12,17.9%,-0.1%,i,4.7,37,-1.2%,2.9%,35.5,-4.7%,0.2%,14.8%
Cc1cc(SCC(=O)Nc2ccccc2C)nc(C)n1,7.5%,-0.3%,i,-1.0,89,-0.7%,24.9%,20.7,23.0%,-0.1%,16.3%
CC(C(=O)Nc1ccccc1Oc1ccccc1)c1ccccc1 (centres undefined),9.3%,0.0%,i,0.9,49,3.2%,3.4%,28.8,83.2%*,-0.2%,-8.8%
Cc1nn(-c2ccc(F)cc2)c(C)c1NS(=O)(=O)c1ccc2ccccc2c1,-4.6%,-0.2%,i,3.4,54,1.6%,13.3%,21.1,-1.3%,-0.1%,25.1%
Cc1ccccc1Cn1cnc2c(oc3ccccc32)c1=O,-10.2%,-0.3%,i,0.5,54,-2.5%,-1.4%,51.6,1.4%,-0.2%,-20.8%
N#Cc1cc2c(nc1Cl)CCCC2,11.6%,0.0%,i,2.0,65,6.9%,-6.9%,31.0,14.1%,-0.3%,6.0%
CCn1c(/C=C/N(C)c2ccccc2)[n+](CC)c2ccc(Cl)cc21,12.1%,3.4%,i,1.9,61,-0.9%,-2.4%,32.1,4.5%,-0.4%,6.5%
COc1cc(/C=C/C(=O)OCC(=O)Nc2ccc(S(N)(=O)=O)cc2)ccc1O,-0.6%,0.0%,i,2.3,56,1.1%,-10.1%,32.8,1.8%,-0.6%,33.8%
CCN(CC)C(=O)CN1C(=O)NC2(CCc3ccccc3C2)C1=O (centres undefined),2.1%,0.6%,i,-0.4,48,1.5%,-6.7%,29.7,12.0%,0.0%,-32.5%
Cc1ccc(S(=O)(=O)n2nc(OC(=O)c3c(F)cccc3Cl)cc2N)cc1,-3.6%,-0.3%,i,-0.4,44,-5.5%,7.3%,39.7,-10.1%,-0.3%,16.2%
O=C(NCCc1ccccc1F)c1ccc2c(c1)OCCO2,8.8%,-0.3%,i,-0.7,57,-2.2%,3.7%,42.9,5.9%,-0.4%,-18.0%
O=C(N/N=C/c1cc2cc3c(cc2nc1Cl)OCO3)c1ccncc1,4.9%,0.2%,i,-0.2,81,/,-1.3%,41.4,6.7%,-0.1%,-14.5%
COc1cc(/C=N/S(=O)(=O)CCc2ccccc2)cc(OC)c1O,-7.0%,0.2%,i,3.1,75,-5.7%,-2.2%,57.8,-3.3%,-0.5%,-1.5%
